BAZ2B block = inhibitors of human BAZ2B bromodomain | Q9UIF8 | Potency, µM (series often up to 114 µM), inactives show at the top dose activity change, negative = inhibition, usual class: inhibitors | hit rate 4.4% among 360,000 | AlphaScreen BAZ2B-H3K14Ac peptide displacement; further: potency means the concentration at half of the fitted maximal effect; on the % scale 0 is the no-effect control and ±100 the full control effect; nearly all actives have a fitted effect of over 60% in size
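Compounds, titrated to a top concentration of 110 uM, were incubated 30 min at room temperature with preformed BAZ2B/acetyl-K14 H3 peptide complex (50 nM each). Proximity signal was measured by AlphaScreen after 20 min with beads.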
HP1b chromo inh = HP1-beta chromodomain-methylated histone interaction inhibition | AlphaScreen HP1-beta / biotin-H3K9me3 peptide binding | P83916 | hit rate 0.56% among 390,000 | Potency, µM (titrated, usually from 114 µM), inactives show top-dose activity change, negative = inhibition, actives largely listed as inhibitors; further: potency means the concentration at half of the fitted maximal effect; nearly all actives have a fitted effect of over 70% in size; inactives centre near 23
Target sequence (P83916 whole entry, looked up): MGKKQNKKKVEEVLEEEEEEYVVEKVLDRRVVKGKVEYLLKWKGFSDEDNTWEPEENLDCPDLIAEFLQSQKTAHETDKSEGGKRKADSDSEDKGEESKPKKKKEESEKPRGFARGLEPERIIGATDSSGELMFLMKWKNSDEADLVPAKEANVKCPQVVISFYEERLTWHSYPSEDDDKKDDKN
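HP1-beta protein (50 nM final) preincubated 30 min at room temperature with biotinylated H3(1-18)K9me3 peptide (50 nM) in PBS pH 7.4, 0.01% Tween-20, then compound added for 30 min. AlphaScreen streptavidin donor/nickel chelate acceptor beads (10 ug/mL final), 30 min dark, luminescence read.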
GLS inhibitor = inhibitors of human glutaminase (GLS); O94925; GLS enzymatic activity, qHTS titration; Potency, µM (series often up to 45.5 µM), for inactives: at the top dose activity change, negative = inhibition, hits mostly inhibitors; hit rate 0.21% among 410,000; AID 624170; further: potency means the concentration at half of the fitted maximal effect; on the % scale 0 is the no-effect control and ±100 the full control effect
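hKGA in 45 mM KH2PO4 (pH 8.2), 0.02% Tween-20 with compound, then 1mM L-Glutamine (stock as added) plus glutamate oxidase/HRP/Amplex red coupling mix. Fluorescence read initially and after 30 min at RT; signal change reflects glutamate formation.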
Tb PGK inh = T. brucei PGK inhibition; P07378; PGK/GAPDH coupled, Kinase-Glo luminescence, 60 min; Potency, µM (doses to about 57.5 µM), for the others: at the top dose activity change, negative = inhibition, most hits filed as inhibitors; hit rate 0.043% among 380,000; further: potency means the concentration at half of the fitted maximal effect; on the % scale 0 is the no-effect control and ±100 the full control effect; nearly all actives have a fitted effect of over 60% in size
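Luminescent ATP detection (Kinase-Glo Plus) follows a 60-minute room-temperature incubation, with wells lacking PGK as controls. Buffer: 100 mM TEA (pH 7.6), 5 mM MgCl2, 0.01% Tween-20. Coupling enzyme GAPDH (100 nM final) supplies unstable 1,3-BPG in-well.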
Pin1 inhibitor = blocks the human prolyl isomerase Pin1; Pin1 FP peptide displacement, HiFluor488, 10 min; Potency, µM (doses to about 115 µM), without a hit: at the highest dose activity, negative = inhibition, actives largely listed as inhibitors; hit rate 0.009% among 390,000; active means well fitted inhibition curve with a large enough effect in the polarisation, with a control signal flat, not every such curve was filed as active; inconclusive means small, poorly fitted or top-dose-only effect, or effect the other way, or a change in a side signal; inactive means no such curve, though single readings can be large or run the other way; the % refers to the polarisation; further: potency means the concentration at half of the fitted maximal effect; on the % scale 0 is the no-effect control and ±100 the full control effect
Target sequence (Q13526 whole entry, looked up): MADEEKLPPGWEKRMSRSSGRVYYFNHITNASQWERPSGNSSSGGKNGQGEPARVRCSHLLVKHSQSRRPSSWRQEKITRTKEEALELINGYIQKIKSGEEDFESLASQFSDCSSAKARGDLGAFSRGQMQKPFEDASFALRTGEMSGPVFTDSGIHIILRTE
JMJD2A Tudor inh = blocks the human JMJD2A Tudor domain. O75164. AlphaScreen JMJD2A-Tudor / H3K4me3 peptide binding. Potency, µM (highest dose often 114 µM), without a hit: at the highest dose activity change, negative = inhibition, hits mostly inhibitors. hit rate 4.4% among 390,000. AID 504339; further: potency means the concentration at half of the fitted maximal effect; on the % scale 0 is the no-effect control and ±100 the full control effect; nearly all actives have a fitted effect of over 50% in size
G9a block = blocks human histone lysine methyltransferase G9a; Q96KQ7; G9a H3K9 monomethylation, AlphaScreen, 2 h; Potency, µM (highest dose often 102 µM), inactives show at the highest dose activity, negative = inhibition, actives largely listed as inhibitors; hit rate 8.8% among 350,000; AID 504332; further: potency means the concentration at half of the fitted maximal effect; on the % scale 0 is the no-effect control and ±100 the full control effect; nearly all actives have a fitted effect of over 75% in size
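AlphaScreen detection with an anti-monomethyl H3K9 antibody quantified product after a 2 h room-temperature reaction containing 500 nM biotinylated H3K9 peptide, 20 µM SAM and 20 nM enzyme, which had been preincubated 15 min with compound.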
POLH inh = DNA polymerase eta (human) inhibition; recombinant Pol eta, fluorescent DNA replication assay; hit rate 1.2% among 390,000; Potency, µM (doses to about 114 µM), for inactives: at the highest dose activity change, negative = inhibition, most hits filed as inhibitors; Q9Y253; further: potency means the concentration at half of the fitted maximal effect; on the % scale 0 is the no-effect control and ±100 the full control effect
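Pol eta at 10 nM preincubated with compounds 15 min at room temperature; reaction started with fluorescent substrate (50 nM final) and read kinetically at 0 and 10 min.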
PI4K2A inh = PI4K2A (human) kinase inhibition. hit rate 0.13% among 420,000. purified PI4K2A, ADP-Glo luminescence, 1 h; active compounds read low. activity change, negative = inhibition, % at 76.9 µM. Q9BTU6; in the data active means activity change below about -50%; inconclusive means mostly about -30% to -49%;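 further: -100% = wells without enzyme as full effect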
Target sequence (Q9BTU6 whole entry, looked up): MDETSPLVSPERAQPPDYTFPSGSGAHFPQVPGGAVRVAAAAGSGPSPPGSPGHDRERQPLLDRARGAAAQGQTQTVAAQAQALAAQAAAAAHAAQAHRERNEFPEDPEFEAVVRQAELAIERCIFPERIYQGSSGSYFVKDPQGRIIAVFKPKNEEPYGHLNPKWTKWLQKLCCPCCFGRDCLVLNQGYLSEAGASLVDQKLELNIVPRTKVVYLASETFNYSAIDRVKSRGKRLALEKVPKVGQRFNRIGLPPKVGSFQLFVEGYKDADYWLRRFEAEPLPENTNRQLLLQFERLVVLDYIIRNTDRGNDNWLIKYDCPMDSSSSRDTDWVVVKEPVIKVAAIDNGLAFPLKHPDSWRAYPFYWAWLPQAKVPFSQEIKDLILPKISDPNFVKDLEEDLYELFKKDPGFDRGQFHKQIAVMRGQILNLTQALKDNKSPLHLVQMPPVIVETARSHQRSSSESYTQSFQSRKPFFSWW
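PI4K2A activity was measured by ADP-Glo luminescence: enzyme (4 ug/mL stock) and phosphatidylinositol (1.2 mM stock) in Tris pH 7.5/MgCl2/EGTA/Triton X-100 buffer were reacted with ATP (300 microM stock) for one hour at ambient temperature.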
* marks the source's active call; other numbers are inactive results; i = inactive; ? = inconclusive; . = no result given; & = joins results of further samples; [ ] = dose if it differs, or a comment. Unless noted, the call rests on the fitted dose curve; in most records, active means well fitted curve in the direction sought with a large enough effect; inconclusive means small, poorly fitted or top-dose-only effect, or another doubt; inactive means no such curve, though single readings can be large; an effect the other way counts as inactive or inconclusive.

1) CCN(CC)S(=O)(=O)c1ccc2c(c1)c(=O)c(C(=O)N1CCN(c3ccc(OC)cc3)CC1)cn2C
2) O=C(NC1CCCCCC1)c1cccc(N2CCCC2=O)c1
3) O=C(CSc1ncccn1)N1CCN(Cc2ccccc2)CC1
4) COc1ccc(C(=O)Nc2ccccc2SCc2cc(=O)c3cccc(C)c3[nH]2)cc1
5) CN(C)CCCNC(=S)Nc1ccc(-c2ccccc2)cc1
6) COc1ccccc1CNC(=O)C1CCC(=O)N1C(C)C (stereo not given)
assay / compound	1	2	3	4	5	6
JMJD2A Tudor inh	-18%	13%	-21%	-9%	-7%[11.4 µM]	-5%
PI4K2A inh	-7	-1	4	2	0	6
Pin1 inhibitor	2%	-6%	0%	2%	-1%	0%
GLS inhibitor	0%	-3%	1%	5%	28%	4%
G9a block	?	0%[12.7 µM]	?	-3%[59 µM]	.	22%
BAZ2B block	.	3%	0%	-1%	-8%	12%
POLH inh	-6%	-15%	-14%	0%	12%	-13%
HP1b chromo inh	-8%	25%	17%	17%[57 µM]	44%[activator]	82%[activator]
Tb PGK inh	-4%	-11%	2%	i	-7%	-1%

7) COc1ccc(CCNC(=O)CSc2nnc(NC(C)=O)s2)cc1OC
8) COc1ccc(/C=C(\C#N)C(=O)OCC(=O)NC(=O)NCCC(C)C)cc1
9) COc1ccc(N/C=C2\CCc3ccccc3C2=O)cc1
10) COc1ccc(OCC(=O)Nc2ccc(Cl)c(-c3nc4ncccc4o3)c2)cc1
11) Cc1onc(-c2ccccc2)c1C(=O)Nc1cccc(OC(C)C)c1
12) CCN1c2ccccc2NC2C1C(C(C)=O)C(=O)N2c1ccc(Cl)cc1 (stereo not given)
assay / compound	7	8	9	10	11	12
JMJD2A Tudor inh	-8%	-3%	15%	4%	11%	?
PI4K2A inh	0	-12	-66*	-2	-6	-2
Pin1 inhibitor	0%	12%	?	12%	4%	?
GLS inhibitor	8%	-1%	13%	-1%	10%	14%
G9a block	-6%[59 µM]	-6%	2µM*	-11%[59 µM]	3%[12.7 µM]	45µM*
BAZ2B block	5%	-3%	14%	2%	23%	?
POLH inh	-12%	-6%	-15%	-5%	-19%	-5%
HP1b chromo inh	26%	30%	54%[activator]	35%	54%	-11%
Tb PGK inh	7%	i	?	-4%	-9%	-4%[11.5 µM]

13) Cc1ccc(Nc2nc(N)nc(CSc3nc4ccccc4s3)n2)cc1
14) COc1cccc(NS(=O)(=O)c2ccc3[nH]cc(C(=O)N(C)C4CCCCC4)c(=O)c3c2)c1
15) O=C(C=Cc1ccc2c(c1)OCO2)C1CC1
16) CCCCOc1ccc(S(=O)(=O)Nc2cccc(-c3ccc(N4CCOCC4)nn3)c2)cc1
17) COc1ccc(CC(=O)N2CC(C)CC(C)C2)cc1 (stereo not given)
18) COc1ccccc1-c1cn[nH]c1-c1ccc(OCc2ccccc2)cc1O
assay / compound	13	14	15	16	17	18
JMJD2A Tudor inh	?	-25%	.	-19%	1%	?
PI4K2A inh	-7&-2	-1	0	0	-1	-26
Pin1 inhibitor	1%&22%	-5%	.	23%	4%	-3%
GLS inhibitor	2%&-3%	2%	8%	2%	-7%	19%
G9a block	-12%&38%[59 µM]	?	.	-10%[59 µM]	0%[59 µM]	21%[59 µM]
BAZ2B block	?	-9%	.	-10%	10%	-16%
POLH inh	-28%&-11%	56µM*	-10%	-22%	9%	-12%
HP1b chromo inh	7%&29%	-2%	.	7%[57 µM]	15%	24%
Tb PGK inh	-1%	-8%	-13%	1%	-8%	1%

Random excerpt: 5 records from the list, in no set order.
15) O=C(C=Cc1ccc2c(c1)OCO2)C1CC1
18) COc1ccccc1-c1cn[nH]c1-c1ccc(OCc2ccccc2)cc1O
17) COc1ccc(CC(=O)N2CC(C)CC(C)C2)cc1 (stereo not given)
14) COc1cccc(NS(=O)(=O)c2ccc3[nH]cc(C(=O)N(C)C4CCCCC4)c(=O)c3c2)c1
13) Cc1ccc(Nc2nc(N)nc(CSc3nc4ccccc4s3)n2)cc1
assay / compound	15	18	17	14	13
JMJD2A Tudor inh	.	?	1%	-25%	?
PI4K2A inh	0	-26	-1	-1	-7&-2
Pin1 inhibitor	.	-3%	4%	-5%	1%&22%
GLS inhibitor	8%	19%	-7%	2%	2%&-3%
G9a block	.	21%[59 µM]	0%[59 µM]	?	-12%&38%[59 µM]
BAZ2B block	.	-16%	10%	-9%	?
POLH inh	-10%	-12%	9%	56µM*	-28%&-11%
HP1b chromo inh	.	24%	15%	-2%	7%&29%
Tb PGK inh	-13%	1%	-8%	-8%	-1%

Further structures:
19) CCOC(=O)Cc1csc(NC(=O)c2ccc(N3CCOCC3)cc2[N+](=O)[O-])n1
20) CCC1(c2ccccc2)NC(=O)N(CC(=O)N2CCN(S(=O)(=O)c3ccccc3)CC2)C1=O (stereo not given)
21) COc1cc2nc(C3CC3)n(NC(=O)c3ccc(Cl)cc3)c(=O)c2cc1OC
22) CCN(C(=O)CN1CCCCCC1)c1c(N)n(Cc2ccccc2)c(=O)[nH]c1=O
23) O=C(NCCO)C1(c2ccc(Cl)cc2)CCCC1
24) O=C1/C(=C/c2cccnc2)SC(=S)N1N1CCOCC1
assay / compound	19	20	21	22	23	24
JMJD2A Tudor inh	?	-10%	-7%	-2%	2%	-14%
PI4K2A inh	-2	-4	3	2	-2	2
Pin1 inhibitor	-17%	-7%	12%	0%	1%	-6%
GLS inhibitor	-1%	7%	0%	0%	-3%	12%
G9a block	-7%[12.7 µM]	?	?	.	23%[12.7 µM]	19%[12.7 µM]
BAZ2B block	?	5%	-23%	.	-7%	-27%
POLH inh	-13%	-15%	-9%	-6%	-9%	23%
HP1b chromo inh	-11%	28%	36%	29%	65%[activator]	43%[activator]
Tb PGK inh	-6%	i	i	-1%	i	0%

25) Fc1ccc(C2C3=C(Nc4ncnn42)c2ccccc2OC3c2ccncc2)cc1 (stereo not given)
26) Cc1ccc(NC(=O)N2CC=C(c3c[nH]c4ccccc34)CC2)cc1Cl
27) Cc1ccc2cc(CCNC(=O)c3ccco3)c(=O)[nH]c2c1
28) CC(C)(C)NC(=O)c1ccc(Sc2ccccc2)c([N+](=O)[O-])c1
29) O=C(NCC(=O)N(c1cccnc1)C(C(=O)NC1CCCC1)c1cccs1)c1ccco1 (stereo not given)
30) Cc1cccc(CN2CCN(C(=O)CCc3nnc(C4CCCCC4)o3)CC2)c1
assay / compound	25	26	27	28	29	30
JMJD2A Tudor inh	?	-32%	-16%	?	-6%	-14%
PI4K2A inh	6	-4	4	-3	0	-2
Pin1 inhibitor	2%	?	-3%	2%	-2%	3%
GLS inhibitor	9%	2%	16%	-11%	-3%	-1%
G9a block	?	?	?	?	1%	-6%
BAZ2B block	?	-20%	-1%	-34%	-1%	3%
POLH inh	-10%	-24%	-6%	-18%	3%	-12%
HP1b chromo inh	-5%	5%	17%	-1%	19%	55%[activator]
Tb PGK inh	-7%	i	.	-2%	8%	-8%

31) CN(C)C(=O)CN1C(=O)NC(c2ccccc2)(c2ccccc2)C1=O
32) Cc1ccc(S(=O)(=O)NCCC(=O)Nc2nnc(C3CC3)s2)cc1C
33) COc1ccc(NC(=O)c2ccc(S(=O)(=O)N3CCCCC3)cc2)c(OC)c1
34) O=C(NCc1cccnc1)Nc1ccc(Cl)cc1Cl
35) Cc1ccc(CNC(=O)CN2CCN(Cc3ccc(F)cc3)C2=O)cc1
36) CC1=C(C(=O)Nc2ccccc2)C(c2ccc(C)o2)n2c(s/c(=C/c3ccccc3)c2=O)=N1 (stereo not given)
assay / compound	31	32	33	34	35	36
JMJD2A Tudor inh	-9%	-3%	-23%	1%	-15%	-6%
PI4K2A inh	5	-5	-7	1	2	?
Pin1 inhibitor	0%	-2%	-6%	1%	3%	18%
GLS inhibitor	-4%	11%	0%	13%	-5%	-13%
G9a block	25%	-9%[12.7 µM]	?	14%[0.501 µM]	-7%[59 µM]	-8%
BAZ2B block	11%	-8%	-12%	-9%	-1%	2%
POLH inh	-8%	4%	-9%	-8%	-13%	-14%
HP1b chromo inh	38%	32%[activator]	15%	33%	13%	42%[activator]
Tb PGK inh	9%	7%	-1%	1%	0%	-3%

37) O=C(c1cccs1)N(Cc1cc2ccccc2[nH]c1=O)c1ccccc1
38) CCn1c(C)cc(/C=C2\NC(=O)N(CC(=O)Nc3ccc(F)cc3)C2=O)c1C
39) Cc1ccc(C(=O)NCC(=O)N2CCC(Cc3ccccc3)CC2)cc1
40) COc1cc(/C=N/O)ccc1OCc1ccccc1Cl
assay / compound	37	38	39	40
JMJD2A Tudor inh	-18%	?	-17%	-11%
PI4K2A inh	6	-4	1	3
Pin1 inhibitor	6%	0%	-1%	2%
GLS inhibitor	-3%	-18%	23%	15%
G9a block	-4%[59 µM]	.	100%[activator]	-26%
BAZ2B block	-1%	?	-1%	-22%
POLH inh	-14%	-22%	-18%	-19%
HP1b chromo inh	22%	-5%	18%[57 µM]	17%
Tb PGK inh	-8%	-5%	0%	-6%

With a hit mark in POLH inh, of those listed so far:
14) COc1cccc(NS(=O)(=O)c2ccc3[nH]cc(C(=O)N(C)C4CCCCC4)c(=O)c3c2)c1
assay / compound	14
JMJD2A Tudor inh	-25%
PI4K2A inh	-1
Pin1 inhibitor	-5%
GLS inhibitor	2%
G9a block	?
BAZ2B block	-9%
POLH inh	56µM*
HP1b chromo inh	-2%
Tb PGK inh	-8%

Along the list, from the results shown.
Nos. 37–40 in GLS inhibitor: -3%, -18%, 23%, 15%
Nos. 37–40 in POLH inh: -14%, -22%, -18%, -19%

Assay outcomes (PubChem)

Not all compounds are listed. The share of hits here may be higher or lower than overall.
